DT40 TDP1 no CPT: qHTS for Inhibitors of human tyrosyl-DNA phosphodiesterase 1 (TDP1): qHTS in cells in absence of CPT. AID 686978, 2013. DT40 Tdp1-/- hTDP1 cells, no CPT, ATP luminescence, 48 h. 15% of 420,000 active. Potency, µM (doses to about 46.2 µM), without a hit: top-dose activity change, negative = growth inhibition, actives largely listed as inhibitors; note: nearly all actives have a fitted effect of over 55% in size
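Chicken DT40 Tdp1-/- cells stably complemented with human TDP1 were seeded at 400 cells/well with DMSO in place of 20 nM camptothecin. After compound pinning, cells grew at least 48 hr at 37 °C; viability read by CellTiter-Glo luminescence.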
GCN5L2 inh: GCN5L2 (KAT2A) acetyltransferase inhibition; AID 504327; Potency, µM (doses to about 58.9 µM), inactives show at the highest dose activity change, negative = inhibition, actives largely listed as inhibitors; Q92830; 0.21% of 390,000 active; GCN5L2 HAT assay, ThioGlo1 CoA-SH fluorescence
Target sequence (Q92830 whole entry, looked up): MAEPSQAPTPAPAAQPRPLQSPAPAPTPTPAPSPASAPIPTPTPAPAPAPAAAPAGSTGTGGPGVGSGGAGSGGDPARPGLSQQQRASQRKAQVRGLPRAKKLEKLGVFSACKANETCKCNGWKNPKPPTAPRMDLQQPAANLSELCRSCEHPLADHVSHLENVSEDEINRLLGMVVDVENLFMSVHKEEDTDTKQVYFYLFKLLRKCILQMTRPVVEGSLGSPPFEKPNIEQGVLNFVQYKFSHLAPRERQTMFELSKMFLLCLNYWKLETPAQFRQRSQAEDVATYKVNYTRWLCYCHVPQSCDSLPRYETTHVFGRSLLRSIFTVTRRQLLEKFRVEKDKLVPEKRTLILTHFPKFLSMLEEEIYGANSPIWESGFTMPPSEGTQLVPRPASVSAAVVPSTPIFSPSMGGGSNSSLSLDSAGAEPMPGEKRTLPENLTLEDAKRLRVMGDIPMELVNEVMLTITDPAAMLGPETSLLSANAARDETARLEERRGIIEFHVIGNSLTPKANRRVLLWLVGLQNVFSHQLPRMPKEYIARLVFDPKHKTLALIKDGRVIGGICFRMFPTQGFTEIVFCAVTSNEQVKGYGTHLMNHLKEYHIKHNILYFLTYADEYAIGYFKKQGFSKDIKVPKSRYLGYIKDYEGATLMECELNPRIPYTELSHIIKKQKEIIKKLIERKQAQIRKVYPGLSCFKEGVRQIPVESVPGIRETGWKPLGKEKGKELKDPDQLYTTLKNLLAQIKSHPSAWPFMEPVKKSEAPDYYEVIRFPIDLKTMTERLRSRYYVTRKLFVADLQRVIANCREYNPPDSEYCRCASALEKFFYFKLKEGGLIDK
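Enzyme at 20nM final was mixed with library compounds for 15 min at room temperature. Peptide H3(1-25) at 75uM, acetyl-CoA at 70uM and ThioGlo1 at 50uM were then added. Plates were read immediately and after 20 min (Ex340nm/Em540nm).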
DT40 TDP1 CPT: growth inhibition of DT40 Tdp1-/-;hTDP1 cells with camptothecin (screen for TDP1 inhibitors) | chicken DT40 Tdp1-/-;hTDP1 cells + 20 nM CPT, ATP luminescence, 48 h | Potency, µM (highest dose often 46.2 µM), for inactives: at the top dose activity change, negative = growth inhibition, hits mostly inhibitors | 12% of 420,000 active; note: nearly all actives have a fitted effect of over 55% in size
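Chicken DT40 Tdp1-/- cells stably complemented with human TDP1 were seeded at 400 cells/well in medium containing 20 nM camptothecin, exposed to pin-transferred compounds, and grown at 37 °C for at least 48 hr. Viability was read as ATP luminescence.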
* hit, by the source's call; ? = inconclusive; . = not tested or not shown; & = joins results of further samples; [ ] = remark or other dose. Calls come from the whole dose curve; as a rule, active = well fitted curve in the direction sought with a large enough effect; inconclusive = small, poorly fitted or top-dose-only effect, or another doubt; inactive = no such curve, though single readings can be large; an effect the other way counts as inactive or inconclusive. % is set by controls: 0 for no effect and ±100 for the full control effect; potency is the fitted concentration of half-maximal effect. A portion of the library; count on the stated rates, not on these rows.

SMILES | DT40 TDP1 no CPT | GCN5L2 inh | DT40 TDP1 CPT
CCOC(=O)c1cn2nc(Oc3ccc(NC(C)=O)cc3)ccc2n1 | 3% | 4% | -5%
COc1ccc(OC)c(-c2noc(N3CCN(c4cccc(C)c4C)CC3)n2)c1 | -18% | -21% | -10%
N#CCCn1c(=O)c(-c2ccc(F)cc2)nc2cnc(Oc3cccc(Cl)c3)nc21 | 0% | ? | 6%
Cc1ccc(NC(=O)COC(=O)/C=C/c2cccc(Cl)c2)cc1S(=O)(=O)N1CCOCC1 | -9% | -11% | -19%
N#Cc1c(N)nc(N2CCCC2)c(C#N)c1-c1ccc(Cl)cc1 | ? | -3% | ?
CCCCn1nc(C(=O)N2CCc3ccccc32)c2ccccc2c1=O | 16µM* | -9% | 18µM*
O=C(Nc1nnc(C2=COCCO2)o1)c1ccc(S(=O)(=O)N2CCOCC2)cc1 | 13% | -5% | 0%
O=C(Nc1ccc(F)cc1)C(c1ccccc1)N1CCN(C(=O)c2ccco2)CC1 (centres undefined) | 4% | -4% | -6%
Cc1cccc(CNC(=O)c2ccc(-c3nc(CS(=O)(=O)c4ccccc4)c(C)o3)cc2)c1 | ? | -19% | -28%
O=C(COC(=O)Cc1ccccc1[N+](=O)[O-])Nc1nnc(-c2ccccc2)o1 | -4% | -4% | -9%
Cc1ccc(C(=O)Nc2ccc(N3CCCC3)cc2)c(C)c1 | ? | -16% | ?
Oc1ccc(/C=N/NC(=S)NC2CC3CCC2C3)cc1 (centres undefined) | ? | -8% | ?
CCOc1ccc(S(=O)(=O)c2c(C(=O)c3ccccc3)cnc3cc4c(cc23)OCCO4)cc1 | 10µM* | -22% | ?
NS(=O)(=O)c1cccc(NC(=O)COc2ccc([N+](=O)[O-])cc2)c1 | -26% | -8% | ?
COc1ccc(-c2nc(CSCC(=O)N3CCN(c4cccc(C)c4C)CC3)c(C)o2)cc1OC | 23µM* | -12% | 18µM*
COc1ccc(CNC(=O)CNS(=O)(=O)c2cccs2)cc1 | 10% | -4% | 3%
CC(=O)Nc1ccc(Nc2cc(C)nc(Nc3ccc(NC(C)=O)cc3)n2)cc1 | ? | -9% | ?
COc1ccccc1-c1nnc(SCC(=O)Nc2ccc(S(N)(=O)=O)cc2)n1N | -6% | -2% | -2%
COc1cc(Br)cc(/C=N/N(CCO)C2=NS(=O)(=O)c3ccccc32)c1OC | ? | -11% | ?
CC(=O)N1c2ccccc2CC1C(=O)N1CCN(c2ccccc2)CC1 (centres undefined) | -14% | 23% | -2%

Molecules from the list above with nitrogen in an aromatic ring:
SMILES | DT40 TDP1 no CPT | GCN5L2 inh | DT40 TDP1 CPT
CCOC(=O)c1cn2nc(Oc3ccc(NC(C)=O)cc3)ccc2n1 | 3% | 4% | -5%
COc1ccc(OC)c(-c2noc(N3CCN(c4cccc(C)c4C)CC3)n2)c1 | -18% | -21% | -10%
N#CCCn1c(=O)c(-c2ccc(F)cc2)nc2cnc(Oc3cccc(Cl)c3)nc21 | 0% | ? | 6%
N#Cc1c(N)nc(N2CCCC2)c(C#N)c1-c1ccc(Cl)cc1 | ? | -3% | ?
CCCCn1nc(C(=O)N2CCc3ccccc32)c2ccccc2c1=O | 16µM* | -9% | 18µM*
O=C(Nc1nnc(C2=COCCO2)o1)c1ccc(S(=O)(=O)N2CCOCC2)cc1 | 13% | -5% | 0%
Cc1cccc(CNC(=O)c2ccc(-c3nc(CS(=O)(=O)c4ccccc4)c(C)o3)cc2)c1 | ? | -19% | -28%
O=C(COC(=O)Cc1ccccc1[N+](=O)[O-])Nc1nnc(-c2ccccc2)o1 | -4% | -4% | -9%
CCOc1ccc(S(=O)(=O)c2c(C(=O)c3ccccc3)cnc3cc4c(cc23)OCCO4)cc1 | 10µM* | -22% | ?
COc1ccc(-c2nc(CSCC(=O)N3CCN(c4cccc(C)c4C)CC3)c(C)o2)cc1OC | 23µM* | -12% | 18µM*
CC(=O)Nc1ccc(Nc2cc(C)nc(Nc3ccc(NC(C)=O)cc3)n2)cc1 | ? | -9% | ?
COc1ccccc1-c1nnc(SCC(=O)Nc2ccc(S(N)(=O)=O)cc2)n1N | -6% | -2% | -2%

Next compounds follow:
SMILES | DT40 TDP1 no CPT | GCN5L2 inh | DT40 TDP1 CPT
Cc1ccc(NC(=O)CCn2c(=O)oc3ccccc32)c(C)c1 | -12% | -3% | 10%
COc1ccccc1CNC(=O)C(=O)NCC1OCCN1S(=O)(=O)c1ccc(Br)cc1 (centres undefined) | ? | -5% | ?
CCCCc1cc(=O)oc2cc(C)cc(OCC(=O)N3CCC(C(N)=O)CC3)c12 | -16% | -6% | 9%
COC(=O)CC1COc2ccccc2N1S(=O)(=O)c1ccc(Br)cc1 (centres undefined) | ? | -4% | ?
O=C(Cn1c(-c2cccs2)cc2cc(Cl)ccc21)NCc1ccccc1 | ? | -5% | ?
Cc1cc(C)c(C)c(S(=O)(=O)N2CCC(C(=O)NCCCN3CCCC3=O)CC2)c1C | ? | -4% | ?
Cc1ccc(S(=O)(=O)N2CCCC2)cc1C(=O)NCC(C)(C)N1CCOCC1 | ? | -2% | -21%
COc1ccc(OC)c(C(=O)CCCCC(=O)c2cc(OC)ccc2OC)c1 | 18µM* | . | ?
Clc1ccc(-c2ncc3ccccn23)cc1 | 0% | 3% | 27%
Cc1ccc(C(=O)NC2CCN(C(=O)NC3CCCCC3)CC2)cc1 | 6% | -1% | -13%
COc1ccc(-c2ccc(CN3C(CC(C)C)C(=O)N(Cc4cn(CC5CCCCC5)nn4)CCS3(=O)=O)cc2)cn1 (centres undefined) | 18µM* | . | 21µM*
O=C(Cc1ccc([N+](=O)[O-])cc1)N1N=C(C2CC2)CC1(O)C(F)(F)F (centres undefined) | ? | -2% | 26µM*
O=C(Nc1cccnc1)c1ccc(S(=O)(=O)N2CCCCCC2)cc1 | ? | -5% | -27%
CC(C)c1ccc(/C=C(\NC(=O)c2ccccc2)C(=O)NCCCn2ccnc2)cc1 | ? | 1% | -15%
Cc1ccc(NC(=O)Nc2nc3c(s2)CCCCCC3)cc1C | 13µM* | 1% | 13µM*
CN(/C=C/c1c([N+](=O)[O-])c(=O)n(C)c(=O)n1C)c1ccccc1 | 0% | -1% | 2%
COC(=O)[C@H]1C[C@H](OC(=O)NCC2CCCCC2)[C@@]2(O)CN(S(=O)(=O)c3ccc(C)cc3)CC2[C@H]1C(=O)OC (some centres undefined) | ? | . | ?
COc1ccc(C2=NN(c3nc4ccccc4s3)C(=O)/C2=C\N(C)C)cc1 | -10% | 1% | -6%
NC(=S)N1CCCc2ccccc21 | -5% | 0% | -2%
COc1ccccc1NC(=O)CSc1nnc(-c2ccncc2)n1CC1CCCO1 (centres undefined) | -1% | -3% | -8%
O=C(/C=C\c1cccs1)N1CCN(Cc2ccc3c(c2)OCO3)CC1 | -22% | -5% | 17%
C(=Nc1ccc(/C=C/c2ccnc3ccccc23)cc1)c1cccs1 | 13µM* | . | ?
COc1ccc(N2CCN(C(=O)CSc3n[nH]c(-c4ccccc4Cl)n3)CC2)cc1 | ? | -3% | ?
CCC(=O)Nc1ccc2c(c1)nc1n2CCSC1 | -2% | 0% | -25%
CCC(Sc1nnc2c(n1)[nH]c1ccccc12)C(=O)Nc1ccccc1OC (centres undefined) | 21µM* | -13% | ?
OCC(O)CN(c1ccccc1)c1ccccc1 (centres undefined) | -28% | 3% | -5%
CC(=O)C1=C(C)OC2(O)c3ccccc3C(=O)C12O (centres undefined) | 18µM* | -3% | ?
COc1cc(OC)c(C(=O)OCC(=O)NCCc2ccccc2)cc1OC | -24% | -3% | ?
N#CCCn1c(SCC(=O)NCCc2ccc(F)cc2)nc2ccccc21 | ? | 8% | -21%
OC(COc1ccc2ccccc2c1Br)Cn1cnc(-c2ccccc2)c1 (centres undefined) | ? | -3% | ?
CSC1=N/C(=C\c2ccc3c(c2)OCO3)C(=O)S1 | ? | -8% | -30%
CCCNC(=O)C1CC(c2cccc(F)c2)=NO1 (centres undefined) | -5% | 0% | 3%
COc1ccccc1NC(=O)N(C)C[C@H]1OCc2cnnn2CCCC(=O)N([C@H](C)CO)C[C@@H]1C | -16% | . | -23%
C=CCn1c(N/N=C/c2ccc(O)cc2)nc2ccccc2c1=O | 15µM* | -15% | -37%
CCOC(=O)C(C)Sc1nc2c(c(=O)[nH]c(=O)n2C)n1Cc1ccc(Cl)cc1 (centres undefined) | -9% | -5% | -1%
O=C(NCc1ccco1)c1ccc2c(c1)N(Cc1ccccc1)C(=O)c1ccccc1S2(=O)=O | ? | -5% | ?
CCN(CC(=O)Nc1cc(Cl)ccc1Cl)C(=O)c1ccc(-n2cccn2)cc1 | -23% | -2% | ?
CNS(=O)(=O)c1cccc(C(=O)OCC(=O)Nc2ccc(N3CCCCC3)cc2)c1 | -2% | -12% | -1%
CCOC(=O)c1cnn(-c2cc(Oc3ccccc3C)ncn2)c1N | ? | -2% | ?
CCN1CCCC1CNCc1cc2ccc(SC)cc2nc1-c1cc(OC)ccc1OC (centres undefined) | -7% | . | -6%[9.04 µM]
COc1ccc(NS(=O)(=O)c2cc(NC(=O)CCNC(=O)c3ccco3)ccc2OC)cc1 | 4% | 3% | -1%
COc1ccc(S(=O)(=O)N2CC(O)C[C@H]2C(=O)OCC(=O)N2CCCCCC2)cc1 (some centres undefined) | -21% | 0% | -2%
Cc1ccc(NC(=O)COC(=O)Cc2c[nH]c3ccccc23)cc1C | ? | -1% | -16%
COc1ccc(CN2CCN(C(=O)CC(C)C)CC2)cc1Br | ? | 1% | -2%
Cc1cc(NC(=O)c2cc3cccc([N+](=O)[O-])c3[nH]2)ccc1F | 21µM* | 14% | ?
N#Cc1cccc(NC(=O)Cn2cnc(S(=O)(=O)N3CCCC3)c2)c1 | -7% | -1% | -7%
CSc1ncccc1C(=O)Nc1nc(C(C)(C)C)cs1 | ? | -9% | -17%
COc1ccc(-n2c(SCC(=O)NCc3ccco3)nc3c([nH]c4ccccc43)c2=O)cc1 | -13%&-14% | -2%&-5% | -25%&1%
CCOC(=O)NC(O)C(=O)c1cccs1 (centres undefined) | ? | 2% | ?
CC1=C(C(=O)OC2CCCCCC2)C(c2cccc(Cl)c2)CC(=O)N1 (centres undefined) | 18µM* | -2% | 18µM*
Later entries
SMILES | DT40 TDP1 no CPT | GCN5L2 inh | DT40 TDP1 CPT
Cc1ccc(Oc2nc(-c3ccccn3)nc3ccccc23)cc1 | 18µM* | ? | ?
O=c1cc(CN2CCN(S(=O)(=O)c3cccc(Cl)c3)CC2)c2ccc(O)cc2o1 | 18µM* | -28% | ?
Cc1ccc(-c2nc(N)n(S(=O)(=O)c3ccc(C)cc3)n2)cc1 | -8% | -1% | -1%
O=C(c1cccs1)c1cn(CC(=O)N2CCc3ccccc3C2)c2ccccc12 | ? | 1% | 23µM*
CCc1cc(=O)oc2c(C)c(OS(C)(=O)=O)ccc12 | -26% | . | -10%
O=C(Cn1nnc(-c2ccc(Cl)cc2)n1)NC1CCS(=O)(=O)C1 (centres undefined) | 16% | 1% | 5%
CCOC(=O)C1=C(N)Oc2cc(O)ccc2C1c1cccc([N+](=O)[O-])c1 (centres undefined) | 16µM* | -13% | ?
CC(=O)Nc1ccc(S(=O)(=O)N2c3ccccc3NC(=O)CC2C)c(Cl)c1 (centres undefined) | 5% | -20% | -3%
CCOC(=O)c1cc2c(=O)n3cccc(C)c3nc2n(CC(C)C)c1=NC(=O)c1ccco1 | 21µM* | 0% | ?
COC(=O)c1c(NC(=O)CSc2nnc(CNc3ccc(Cl)cc3)o2)sc(C)c1C | ? | -9% | ?

The closing 4 compounds of the part above lead into the next:
SMILES | DT40 TDP1 no CPT | GCN5L2 inh | DT40 TDP1 CPT
CCOC(=O)C1=C(N)Oc2cc(O)ccc2C1c1cccc([N+](=O)[O-])c1 (centres undefined) | 16µM* | -13% | ?
CC(=O)Nc1ccc(S(=O)(=O)N2c3ccccc3NC(=O)CC2C)c(Cl)c1 (centres undefined) | 5% | -20% | -3%
CCOC(=O)c1cc2c(=O)n3cccc(C)c3nc2n(CC(C)C)c1=NC(=O)c1ccco1 | 21µM* | 0% | ?
COC(=O)c1c(NC(=O)CSc2nnc(CNc3ccc(Cl)cc3)o2)sc(C)c1C | ? | -9% | ?
CCCNC(=S)N(Cc1ccccc1)Cc1nc2ccccc2c(=O)[nH]1 | ? | -2% | -25%
CC(C)n1nnnc1SCC(=O)N(C)C1CCS(=O)(=O)C1 (centres undefined) | -11% | -6% | -13%
Cc1ccc(SCC(=O)c2ccc(CC(=O)O)s2)cc1 | 2% | -23% | -8%
Cc1ccc2nc3c(cc(C(=O)NCCCn4ccnc4)n3C)c(=O)n2c1 | -19% | -23% | 2%
Cc1ccc(C)c(Nc2nn3c(=O)c4ccc(C(=O)NCc5ccccc5)cc4nc3s2)c1 | 7.3µM* | 1% | 5.2µM*

Screening results: PubChem BioAssay, National Center for Advancing Translational Sciences (NCATS)
